GSK3A inh: inhibitors of human GSK-3 alpha kinase; P49840; ADP-Glo luminescence, 60 min; inhibition, % at 10 µM; 320,000 compounds, 0.1% hits; AID 2650;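 in the data active = inhibition above about 50%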;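 note: GST-tagged GSK-3 alpha with peptide substrate and 25 µM ATP; 0% = DMSO neutral wells and 100% = GW8510 positive control wells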
Target sequence (P49840 whole entry, looked up): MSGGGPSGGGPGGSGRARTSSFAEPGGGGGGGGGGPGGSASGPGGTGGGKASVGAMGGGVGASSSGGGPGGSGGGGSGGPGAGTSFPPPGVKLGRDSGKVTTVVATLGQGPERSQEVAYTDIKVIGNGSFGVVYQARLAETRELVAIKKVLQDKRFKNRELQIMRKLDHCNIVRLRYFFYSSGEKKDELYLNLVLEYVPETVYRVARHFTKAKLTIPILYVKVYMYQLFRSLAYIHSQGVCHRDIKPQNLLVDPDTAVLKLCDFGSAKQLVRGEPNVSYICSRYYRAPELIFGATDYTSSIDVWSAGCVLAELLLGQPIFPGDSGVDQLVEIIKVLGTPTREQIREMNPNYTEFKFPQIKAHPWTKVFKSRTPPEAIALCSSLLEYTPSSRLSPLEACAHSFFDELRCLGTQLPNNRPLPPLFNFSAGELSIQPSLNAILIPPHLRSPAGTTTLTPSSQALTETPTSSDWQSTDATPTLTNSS
HDAC3 inh: blocks human histone deacetylase 3; O15379; recombinant HDAC3, fluorogenic peptide/trypsin coupled, fluorescence; inhibition, % at 8.3 µM; 320,000 compounds, 0.15% hits; AID 2718; in the data active = inhibition above about 26%, passing the limit was not always enough
Target sequence (O15379 whole entry, looked up): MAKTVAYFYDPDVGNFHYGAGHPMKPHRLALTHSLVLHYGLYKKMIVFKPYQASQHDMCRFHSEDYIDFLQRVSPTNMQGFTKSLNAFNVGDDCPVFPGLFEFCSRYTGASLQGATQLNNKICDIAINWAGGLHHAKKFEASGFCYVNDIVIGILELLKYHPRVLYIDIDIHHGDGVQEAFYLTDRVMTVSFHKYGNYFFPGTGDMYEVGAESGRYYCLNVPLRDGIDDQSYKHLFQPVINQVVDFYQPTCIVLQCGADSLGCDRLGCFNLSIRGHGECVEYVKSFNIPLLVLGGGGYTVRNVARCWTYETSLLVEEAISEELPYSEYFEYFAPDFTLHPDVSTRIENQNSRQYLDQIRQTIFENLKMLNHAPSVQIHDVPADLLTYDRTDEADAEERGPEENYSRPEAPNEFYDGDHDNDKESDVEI
* = called active by the depositor.

A first look (three entries):
HDAC3 inh | GSK3A inh | structure
-2.7 | -2.6 | Cc1cccc(C)c1NC(=O)CNC(=O)c1c(-c2ccccc2)noc1C
1.2 | -3.6 | CCCCN(C(=O)COC(=O)c1nc2nccc(C)n2n1)C1CCS(=O)(=O)C1 (stereo unspecified)
-1.8 | -1.7 | CCOc1ccc(C(=O)COC(=O)CN2C(=O)NC3(CCCCC3C)C2=O)cc1 (stereo unspecified)

Results, from the start:
HDAC3 inh | GSK3A inh | structure
-2.7 | -2.6 | Cc1cccc(C)c1NC(=O)CNC(=O)c1c(-c2ccccc2)noc1C
1.2 | -3.6 | CCCCN(C(=O)COC(=O)c1nc2nccc(C)n2n1)C1CCS(=O)(=O)C1 (stereo unspecified)
-1.8 | -1.7 | CCOc1ccc(C(=O)COC(=O)CN2C(=O)NC3(CCCCC3C)C2=O)cc1 (stereo unspecified)
3.3 | 1.2 | N#Cc1ccccc1S(=O)(=O)N1CCN(C(=O)CCC2CCCC2)CC1
19.2 | 11.5 | N#Cc1ccc(Nc2nc(-c3ccc(O)cc3O)cs2)cc1C(F)(F)F
1.3 | -1.6 | COc1cccc(CNC(=O)COC(=O)c2c(C)nn(-c3ccccc3)c2Cl)c1
9.8 | -1.8 | CC(=O)c1ccccc1NC(=O)c1cc(S(=O)(=O)N2CCOCC2)ccc1N1CCCC1
-1.2 | 4.4 | CSCCC(NC(=O)COc1ccccc1)C(=O)N1CCN(c2ccccc2)CC1 (stereo unspecified)
2.1 | -2.4 | CC(C)CC1NC(=O)c2ccc(Cl)cc2-n2c1nc1cc(F)ccc1c2=O (stereo unspecified)
0.8 | 1.7 | COc1ccc(NC(=O)CNC(=O)Cc2cccc3ccccc23)cc1
-2.4 | -2.3 | O=C1COc2ccc(C(=O)COC(=O)/C=C/c3ccco3)cc2N1
2.1 | 1.4 | CCc1ccc(C(=O)NNC(=O)CN2C(=O)NC3(CCCC3)C2=O)cc1
4.3 | -1.8 | O=C(Nc1nc(-c2ccccn2)cs1)c1ccc(-c2ccccc2F)o1
-6.5 | 0.0 | CN(C)c1ccc(S(=O)(=O)N2CCCCC2)cc1NC(=O)C1CSC2(C)CCC(=O)N12 (stereo unspecified)
2.2 | -1.9 | COc1cc(C=NNC(=O)c2ccccc2-n2cccc2)ccc1O
8.7 | 0.8 | CCOc1ccccc1N1CC(C(=O)N(CC)C2CCS(=O)(=O)C2)CC1=O (stereo unspecified)
2.9 | -1.7 | Cc1[nH]c2ccccc2c1C(=O)C(C)Sc1nnc(C2CC2)o1 (stereo unspecified)
-4.0 | -2.8 | COc1ccc(-c2cc(C(=O)NCCCN3CCCC3=O)c3ccccc3n2)cc1OC
1.8 | -0.9 | Cc1nc(SCC(=O)NC2CCS(=O)(=O)C2)c(C#N)c(C)c1C (stereo unspecified)
4.0 | -0.1 | COc1cc(/C=C/C(=O)O)ccc1OS(=O)(=O)c1c(C)cc(C)cc1C
-1.1 | 4.0 | CC(=O)c1ccc(S(=O)(=O)N2CCNC(=O)C2)cc1
0.3 | -5.3 | O=C(CSc1nnc(-c2ccccc2)o1)NC(=O)Cc1ccccc1
-5.0 | -2.8 | COc1ccc(NS(=O)(=O)c2cc(NC(=O)COc3ccc(OC)cc3)ccc2N2CCOCC2)cc1
-0.1 | -1.0 | CC(=O)c1ccc(N2CCN(CC(=O)NC(=O)NCc3ccccc3)CC2)cc1

An excerpt of the results above:
HDAC3 inh | GSK3A inh | structure
2.2 | -1.9 | COc1cc(C=NNC(=O)c2ccccc2-n2cccc2)ccc1O
8.7 | 0.8 | CCOc1ccccc1N1CC(C(=O)N(CC)C2CCS(=O)(=O)C2)CC1=O (stereo unspecified)
2.9 | -1.7 | Cc1[nH]c2ccccc2c1C(=O)C(C)Sc1nnc(C2CC2)o1 (stereo unspecified)
-4.0 | -2.8 | COc1ccc(-c2cc(C(=O)NCCCN3CCCC3=O)c3ccccc3n2)cc1OC
1.8 | -0.9 | Cc1nc(SCC(=O)NC2CCS(=O)(=O)C2)c(C#N)c(C)c1C (stereo unspecified)

Following part.
HDAC3 inh | GSK3A inh | structure
5.4 | 4.7 | COc1ccc(NC(=O)CSCC(=O)N2CCN(c3cccc(C(F)(F)F)c3)CC2)cc1
-19.2 | -0.1 | C/C=C/c1ccc(OCC(=O)NNC(=O)CN(C)S(=O)(=O)c2ccc(C)cc2)c(OC)c1
-5.0 | -1.1 | Cc1ccc(S(=O)(=O)N2CCC(C(=O)NCc3ccccc3CN3CCCC3)CC2)cc1
-12.6 | 1.8 | COc1cc(NC(=O)C2CC(=O)N(Cc3ccco3)C2)c(OC)cc1Cl (stereo unspecified)
0.6 | 2.3 | CC1CCN(C(=O)C2COc3ccccc3O2)CC1 (stereo unspecified)
1.4 | -2.7 | CC(NC(=O)c1ccco1)C(=O)OCc1cccc(C(F)(F)F)c1 (stereo unspecified)
5.3 | 1.2 | Cc1ccc(NC(=O)CN(C)C(=O)c2cc(-c3cccs3)nn2-c2ccccc2)cc1
11.1 | -0.2 | CCN(C[C@H]1N[C@@](Cc2ccccc2)(C(=O)OC)[C@H]2C(=O)N(Cc3ccccc3)C(=O)[C@@H]12)C(=O)Nc1ccc(C(F)(F)F)cc1
-3.2 | 0.8 | CCc1noc(C)c1C(=O)N1CCN(S(=O)(=O)c2cccc(C(F)(F)F)c2)CC1
-0.3 | -0.5 | Cc1cc(C)c(C(=O)COC(=O)C2CCN(c3ccc(C(F)(F)F)cn3)CC2)c(C)c1
-24.4 | 4.3 | O=C(COC(=O)c1ccccc1O)Nc1cccc2ccccc12
-2.3 | -2.2 | COc1cc(CC(=O)OCC(=O)NCc2ccco2)cc(OC)c1OC
-6.3 | 0.9 | COc1ccc(NS(=O)(=O)c2cc(C(=O)N3CCC3)ccc2C)cc1
-0.4 | -20.9 | COc1ccc(NC(=O)COC(=O)c2cc(Cl)ccc2O)cc1S(=O)(=O)N1CCCCC1
-7.5 | -2.4 | CCc1ccc(NC(=O)C(C)Sc2nnc(CN3CCCC3)o2)cc1 (stereo unspecified)
-0.8 | 2.7 | O=C(NCCCN1CCCC1=O)C1CCN(S(=O)(=O)c2ccc(F)cc2)CC1
-5.6 | -0.6 | CCOc1ccc(C(=O)N2CCN(CC(=O)N3CCCC3)CC2)cc1OCC
-12.4 | -0.5 | O=C(CN(Cc1ccco1)C(=O)c1ccc(F)cc1)Nc1ccccc1Br
-8.7 | -1.9 | Cc1ccc(NC(=O)C2CCCN(C3=NS(=O)(=O)c4ccccc43)C2)c(O)c1 (stereo unspecified)
-0.6 | 4.9 | O=C(COC(=O)c1cccc(S(=O)(=O)N2CCOCC2)c1)NCc1ccc2c(c1)OCO2
-2.1 | 2.3 | CCCN(Cc1nnc(-c2cccs2)o1)C(=O)c1cccc(S(=O)(=O)N2CCOCC2)c1
8.0 | 0.4 | CC(NC(=O)c1cccc(S(=O)(=O)N2CCc3ccccc32)c1)c1ccco1 (stereo unspecified)
2.2 | 0.0 | COc1cc(C)c(NC(=O)COc2cccc3c2OC(C)(C)C3)cc1OC
-6.1 | 2.5 | O=C(CNC(=O)c1cc(Cl)cc([N+](=O)[O-])c1)NC1CC1
1.4 | -1.8 | CC1(c2cccc(Br)c2)NC(=O)N(CC(=O)NCC2CCCO2)C1=O (stereo unspecified)
3.0 | -0.4 | O=C(CCCOc1ccccc1)Nc1cccc(S(=O)(=O)N2CCCCC2)c1
3.3 | -1.8 | CCOc1cc(C(=O)Nc2ccc(S(=O)(=O)Nc3onc(C)c3C)cc2)cc(OCC)c1OCC
-1.2 | -2.3 | Cc1ccc(C)c(C(=O)COC(=O)Cn2[nH]c(=O)c3ccccc3c2=O)c1
7.0 | -0.2 | CCCCC(CC)COC(=O)c1ccc(N(C)C)cc1 (stereo unspecified)
1.1 | -0.1 | CC(C)(C)OC(=O)NCCCCCNC(=O)c1nc[nH]c1C(=O)NCc1ccccc1
2.4 | -0.8 | CCOC(=O)c1ccc(N2C(=O)C3CCCN3C2=S)cc1 (stereo unspecified)
7.5 | 0.8 | CCN(CC(=O)NCc1ccc(F)cc1)C(=O)CCNS(=O)(=O)c1cccc(C)c1
-3.6 | 0.0 | O=C1NC(Cc2ccccc2)c2nc3ccc(Cl)cc3c(=O)n2-c2ccccc21 (stereo unspecified)
-1.4 | -2.0 | Cc1ccc(-n2nnnc2SCC(=O)NCC2(N3CCCCC3)CCCCC2)c(C)c1
-1.8 | -0.5 | O=C(CNC(=O)C12CC3CC(CC(C3)C1)C2)Nc1ncccc1O
0.8 | -2.8 | N#CCC(=O)Nc1ccc(C(=O)NNC(=S)NC2CCCCC2)cc1
10.3 | -2.0 | Cc1c(C(=O)N2CCOCC2)oc2ccccc12
-1.2 | 15.3 | CN(Cc1cccs1)S(=O)(=O)c1ccc(Cl)cc1F
1.1 | 0.1 | CCOc1ccc(NC(=O)CN(C)C(=O)Cc2sc(C)nc2-c2ccc(F)cc2)cc1OCC
-2.5 | 0.0 | Brc1ccccc1-c1nc2c3ccccc3ncn2n1

5 entries drawn at random from those above:
HDAC3 inh | GSK3A inh | structure
19.2 | 11.5 | N#Cc1ccc(Nc2nc(-c3ccc(O)cc3O)cs2)cc1C(F)(F)F
-0.8 | 2.7 | O=C(NCCCN1CCCC1=O)C1CCN(S(=O)(=O)c2ccc(F)cc2)CC1
2.1 | -2.4 | CC(C)CC1NC(=O)c2ccc(Cl)cc2-n2c1nc1cc(F)ccc1c2=O (stereo unspecified)
-2.4 | -2.3 | O=C1COc2ccc(C(=O)COC(=O)/C=C/c3ccco3)cc2N1
10.3 | -2.0 | Cc1c(C(=O)N2CCOCC2)oc2ccccc12

(further entries)
HDAC3 inh | GSK3A inh | structure
-0.4 | -1.2 | CC(C)(C)c1ccc(S(=O)(=O)N2CCN(C(=O)C3=COCCO3)CC2)cc1
-1.5 | -0.2 | N#Cc1ccc(CN2CCN(C(=O)CCNS(=O)(=O)c3ccc(F)c(Cl)c3)CC2)cc1
5.7 | 0.7 | CCN(CC)S(=O)(=O)c1cccc(C(=O)OCC(=O)NCCN2C(=O)CSC2=O)c1
0.6 | -3.4 | CC(C)CCOc1ccc(C(=O)NNC(=O)CNC(=O)c2ccccc2F)cc1
0.6 | -2.2 | CC(=O)c1ccc(O[C@@H]2O[C@H](CO)[C@@H](O)[C@H](O)[C@H]2O)cc1
0.0 | 0.5 | COC(=O)c1ccc(CNC(=O)COC(=O)/C=C/c2ccc(OC)c(OC)c2)cc1
-3.7 | -28.5 | Cc1ccnc2nc(C(=O)OCC(=O)NC3CCC(C)CC3)nn12 (stereo unspecified)
0.7 | -4.3 | O=C1CCC(=O)O1
3.7 | -1.0 | COc1ccc(NC(=O)CNC(=O)c2sc3ccccc3c2Cl)c(OC)c1
2.7 | -1.7 | CC(C)n1nc(C(=O)Nc2cccc(S(=O)(=O)N3CCCCC3)c2)c2ccccc2c1=O
-2.2 | -0.6 | CCOc1cc(N2CCOCC2)c(OCC)cc1NC(=O)c1ccc2ncsc2c1
-0.4 | 1.3 | CCN(C(=O)COC(=O)c1ccc(O)cc1O)c1c(N)n(Cc2ccccc2)c(=O)[nH]c1=O
7.9 | -2.3 | CC(C)(C)c1ccc(CSc2ccc(S(=O)(=O)N3CCOCC3)cn2)cc1
-0.1 | -3.5 | Cc1ccc(S(=O)(=O)N2CCC(C(=O)NN3CCCCC3)CC2)cc1
-1.1 | 0.1 | O=C(CNC(=O)c1ccccc1Cl)NCCc1cccs1
7.9 | -5.7 | COc1ccc(COC(=O)C2CCN(C(=O)c3ccc(Cl)cc3)CC2)cc1F
-1.9 | -0.5 | C[C@H](CO)N1C[C@H](C)[C@@H](CN(C)C(=O)Nc2ccccc2)Oc2ccc(NC(=O)Nc3ccccc3)cc2C1=O
6.2 | 7.2 | CCOc1cc(N2CCOCC2)c(OCC)cc1NC(=O)CSc1ncccc1C(=O)O
7.4 | 3.2 | O=C(Nc1ccc(F)c(F)c1)c1ccc(-n2cncn2)c([N+](=O)[O-])c1
-4.9 | 20.6 | COc1cc(C(=O)Nc2ccn(C)n2)ccc1OC(F)F
19.5 | -1.2 | CN(CC(=O)Nc1ccc(Cl)c(C(F)(F)F)c1)C(=O)/C=C/c1cccs1
-0.9 | -0.5 | Cn1nc(C(=O)Nc2ccc(Cl)c(S(=O)(=O)N3CCOCC3)c2)c2ccccc2c1=O
-3.1 | 1.2 | CN(CC(=O)Nc1ccc(F)cc1)C(=O)C1CCN(C(=O)Nc2ccccc2)CC1
-1.3 | -3.1 | Clc1cc(Cl)c(Cl)c(Cl)c1Cl
-0.5 | 4.0 | Cc1cccc(OCc2nnc(SC(C)C(=O)Nc3ccc(N4CCOCC4)cc3)o2)c1 (stereo unspecified)
5.5 | -5.1 | CCN(CC(=O)Nc1cccc(S(=O)(=O)N(C)c2ccccc2)c1)Cc1cccs1

A portion of the library, so the mix of outcomes need not match the whole.
